ERG-DNA inh – qHTS for Small Molecule Inhibitors of the ERG Ets/DNA interaction; Transcriptional regulator ERG (Homo sapiens), P11308; fluorescence polarization, His-ERG Ets domain / labelled DNA; Potency, µM (highest dose often 76.9 µM), for the others: at the top dose FP activity, negative = inhibition, actives largely listed as inhibitors; 370,000 tested, 0.028% active; AID 624246, 2012; active means well fitted inhibition curve with a large enough effect in the polarisation, with a control signal flat; inconclusive means small, poorly fitted or top-dose-only effect, or effect the other way, or a change in a side signal; inactive means no such curve, though single readings can be large or run the other way; the % refers to the polarisation;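 further: polarization taken with two DNA probes labelled with fluorescein and Texas red; % of control where 0% means no effect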
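His-tagged ERG Ets domain (1 uM in the protein solution; 300mM KCl, 50mM Tris-HCl, 1mM EDTA, 1mM DTT, pH 7.5) received compound, then a probe mix of 5 nM fluorescein-DNA and 100nM Texas-615-DNA. Fluorescence polarization was read for both dyes.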
Pin1 inhibitor – qHTS Assay to Find Inhibitors of Pin1; Peptidyl-prolyl cis-trans isomerase NIMA-interacting 1 (Homo sapiens), Q13526; Pin1 FP peptide displacement, HiFluor488, 10 min; Potency, µM (top dose mostly 115 µM), for inactives: at the highest dose activity, negative = inhibition, usual class: inhibitors; 390,000 tested, 0.009% active; active means well fitted inhibition curve with a large enough effect in the polarisation, with a control signal flat, not every such curve was filed as active; inconclusive means small, poorly fitted or top-dose-only effect, or effect the other way, or a change in a side signal; inactive means no such curve, though single readings can be large or run the other way; the % refers to the polarisation; further: on the % scale 0 is the no-effect control and ±100 the full control effect
Target sequence (Q13526 whole entry, looked up): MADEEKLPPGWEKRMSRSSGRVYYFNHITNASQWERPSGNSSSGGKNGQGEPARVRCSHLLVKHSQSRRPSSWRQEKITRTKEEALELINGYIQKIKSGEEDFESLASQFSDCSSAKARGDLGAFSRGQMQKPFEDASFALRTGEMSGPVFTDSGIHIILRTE
HP1b chromo inh – HTS for Inhibitors of HP1-beta Chromodomain Interactions with Methylated Histone Tails. Potency, µM (titrated, usually from 114 µM), inactives show top-dose activity change, negative = inhibition, hits mostly inhibitors. 390,000 tested, 0.56% active. AID 540317, 2011. AlphaScreen HP1-beta / biotin-H3K9me3 peptide binding. Chromobox protein homolog 1 (Homo sapiens), P83916; further: nearly all actives have a fitted effect of over 70% in size; inactives centre near 23
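HP1-beta protein (50 nM final) preincubated 30 min at room temperature with biotinylated H3(1-18)K9me3 peptide (50 nM) in PBS pH 7.4, 0.01% Tween-20, then compound added for 30 min. AlphaScreen streptavidin donor/nickel chelate acceptor beads (10 ug/mL final), 30 min dark, luminescence read.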
RGS4 inh – Inhibitors of Regulator of G Protein Signaling (RGS) 4: qHTS; Potency, µM (doses to about 114 µM), for inactives: at the top dose activity change, negative = inhibition, most hits filed as inhibitors; Transcreener GDP fluorescence polarization, RGS4-accelerated GTP hydrolysis; 390,000 tested, 0.039% active; further: on the % scale 0 is the no-effect control and ±100 the full control effect; nearly all actives have a fitted effect of over 75% in size; some results filed as inactive show a strong effect at the top dose
Target sequence (P49798 whole entry, looked up): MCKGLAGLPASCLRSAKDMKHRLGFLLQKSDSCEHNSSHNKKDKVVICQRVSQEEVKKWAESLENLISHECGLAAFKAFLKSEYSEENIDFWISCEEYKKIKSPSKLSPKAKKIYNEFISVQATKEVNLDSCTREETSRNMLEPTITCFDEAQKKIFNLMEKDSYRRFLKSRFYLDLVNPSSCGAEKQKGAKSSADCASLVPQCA
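MLSMR compounds (23 nl, pin-transferred) preincubated 10 min at room temperature with a 500nM (2x) first reagent, then RGS4 at 900nM (2x) plus Transcreener GDP mix added; fluorescence polarization (620/688 nm) read before and after 90 min at 30 °C.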
TrxR1 inh – qHTS Assay for Inhibitors of Mammalian Selenoprotein Thioredoxin Reductase 1 (TrxR1): qHTS. Thioredoxin reductase 1, cytoplasmic (Rattus norvegicus), O89049. Potency, µM (doses to about 114 µM), without a hit: top-dose activity change, negative = inhibition, usual class: inhibitors. 390,000 tested, 1% active. recombinant rTrxR1, NADPH fluorescence consumption, selenite substrate; further: on the % scale 0 is the no-effect control and ±100 the full control effect; nearly all actives have a fitted effect of over 65% in size
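Rat TrxR1 (90 nM in the dispensed reagent) was pre-reduced with 400 uM NADPH for 5 min at room temperature, then incubated with compound for 15 min. After 400 uM selenite was added, NADPH fluorescence (Ex 340/Em 450 nm) was followed for 8 min.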
JMJD2A Tudor – qHTS Assay for Inhibitors of JMJD2A-Tudor Domain. Lysine-specific demethylase 4A (Homo sapiens), O75164. AlphaScreen JMJD2A-Tudor / H3K4me3 peptide binding. Potency, µM (top dose mostly 114 µM), for the others: at the top dose activity change, negative = inhibition, most hits filed as inhibitors. 390,000 tested, 4.4% active. AID 504339, 2011; further: on the % scale 0 is the no-effect control and ±100 the full control effect; nearly all actives have a fitted effect of over 50% in size
Tb PGK inh – qHTS Assay to Find Inhibitors of Phosphoglycerate Kinase; PGK/GAPDH coupled, Kinase-Glo luminescence, 60 min; Potency, µM (series often up to 57.5 µM), for the others: at the highest dose activity change, negative = inhibition, most hits filed as inhibitors; Phosphoglycerate kinase, glycosomal (Trypanosoma brucei brucei), P07378; 380,000 tested, 0.043% active; further: on the % scale 0 is the no-effect control and ±100 the full control effect; nearly all actives have a fitted effect of over 60% in size
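Luminescent ATP detection (Kinase-Glo Plus) follows a 60-minute room-temperature incubation, with wells lacking PGK as controls. Buffer: 100 mM TEA (pH 7.6), 5 mM MgCl2, 0.01% Tween-20. Coupling enzyme GAPDH (100 nM final) supplies unstable 1,3-BPG in-well.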
ALOX12 inh – Primary qHTS assay for inhibitors of human arachidonate 12S-lipoxygenase (ALOX12): Round 2. 580,000 tested, 1.1% active. Polyunsaturated fatty acid lipoxygenase ALOX12 (Homo sapiens), P18054. purified 12hLO, xylenol orange hydroperoxide absorbance. Potency, µM (top dose mostly 108 µM), inactives show at the top dose activity change, negative = inhibition, most hits filed as inhibitors; further: on the % scale 0 is the no-effect control and ±100 the full control effect
Target sequence (P18054 whole entry, looked up): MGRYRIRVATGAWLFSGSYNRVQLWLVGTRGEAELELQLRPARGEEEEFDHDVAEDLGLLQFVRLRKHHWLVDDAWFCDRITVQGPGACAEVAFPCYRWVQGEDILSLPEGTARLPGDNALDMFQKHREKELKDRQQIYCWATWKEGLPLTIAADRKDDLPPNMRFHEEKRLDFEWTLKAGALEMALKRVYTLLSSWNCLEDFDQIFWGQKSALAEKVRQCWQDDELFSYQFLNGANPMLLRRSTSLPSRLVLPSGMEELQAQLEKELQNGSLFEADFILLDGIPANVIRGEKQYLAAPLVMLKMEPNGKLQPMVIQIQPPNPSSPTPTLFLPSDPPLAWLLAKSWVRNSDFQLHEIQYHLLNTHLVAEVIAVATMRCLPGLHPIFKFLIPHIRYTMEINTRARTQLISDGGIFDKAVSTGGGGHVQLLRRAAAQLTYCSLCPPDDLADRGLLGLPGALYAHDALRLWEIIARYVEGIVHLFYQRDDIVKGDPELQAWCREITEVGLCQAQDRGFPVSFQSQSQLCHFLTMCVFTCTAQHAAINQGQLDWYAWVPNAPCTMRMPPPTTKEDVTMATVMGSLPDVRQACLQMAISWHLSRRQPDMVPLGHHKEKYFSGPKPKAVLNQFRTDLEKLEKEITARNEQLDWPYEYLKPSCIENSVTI
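Hydroperoxide product was detected by ferrous iron/xylenol orange as the 573 to 405 nm absorbance ratio. Arachidonic acid at 40 uM (final) was turned over for 30 min at room temperature by 150 nM human 12hLO, pH 7.0 Hepes buffer, after 15 min compound preincubation.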
GLS inhibitor – qHTS for Inhibitors of Glutaminase (GLS) | Glutaminase kidney isoform, mitochondrial (Homo sapiens), O94925 | GLS enzymatic activity, qHTS titration | Potency, µM (titrated, usually from 45.5 µM), without a hit: top-dose activity change, negative = inhibition, actives largely listed as inhibitors | 410,000 tested, 0.21% active | AID 624170, 2012; further: on the % scale 0 is the no-effect control and ±100 the full control effect
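Glutamate formation by hKGA was monitored fluorometrically using coupled glutamate oxidase, HRP and Amplex Red. Substrate was added as 1 mM L-glutamine solution; incubation was 30 min at RT after an initial read.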
Starred values were filed as active, the others as inactive; [ ] = another dose, or the depositor's remark. Unless noted, the call rests on the fitted dose curve; in most records, active means well fitted curve in the direction sought with a large enough effect; inconclusive means small, poorly fitted or top-dose-only effect, or another doubt; inactive means no such curve, though single readings can be large; an effect the other way counts as inactive or inconclusive. Potency means the concentration at half of the fitted maximal effect.

What do the screens show for `Nc1ccn([C@@H]2O[C@H](COS(=O)(=O)O)[C@@H](O)[C@H]2O)c(=O)n1`?
ERG-DNA inh: -5%; Pin1 inhibitor: 2%; HP1b chromo inh: 16%; RGS4 inh: -8%; TrxR1 inh: 20%; JMJD2A Tudor: inconclusive; Tb PGK inh: 3%; ALOX12 inh: 0%; GLS inhibitor: 0%

What do the screens show for `C/C=C/c1ccc(OCC(=O)NCc2ccccc2OC)c(OC)c1`?
ERG-DNA inh: -2%; Pin1 inhibitor: -1%; HP1b chromo inh: 13%; RGS4 inh: 54%[activator]; TrxR1 inh: 12%[57.1 µM]; JMJD2A Tudor: -9%; Tb PGK inh: 3%; ALOX12 inh: 11%; GLS inhibitor: -8%

What do the screens show for `CC(C)(C)OC(=O)N[C@@H](Cc1ccccc1)C(=O)NCC1CCC(C(=O)N[C@@H](CCC(N)=O)C(=O)O)CC1` (some centres not stated)?
ERG-DNA inh: -1%; Pin1 inhibitor: 7%; HP1b chromo inh: 43%[activator]; RGS4 inh: -4%; TrxR1 inh: 15%; JMJD2A Tudor: -11%; Tb PGK inh: inactive; ALOX12 inh: inconclusive; GLS inhibitor: -3%

Results for Cc1cc(C)nc(SCCC(=O)Nc2ccccc2Cl)n1 ?
ERG-DNA inh: 9%; Pin1 inhibitor: 0%; HP1b chromo inh: 29%; RGS4 inh: inconclusive; TrxR1 inh: 26%[57.1 µM]; JMJD2A Tudor: -15%; Tb PGK inh: -3%; ALOX12 inh: 0%; GLS inhibitor: -7%

What do the screens show for `CCOc1ccc(/C(O)=C2/C(=O)C(=O)N(c3ccccn3)C2c2ccc(F)cc2)c(C)c1` (configuration not stated)?
ERG-DNA inh: 4%; Pin1 inhibitor: 6%; HP1b chromo inh: -16%; RGS4 inh: 1%; TrxR1 inh: -15%[11.4 µM]; JMJD2A Tudor: inconclusive; Tb PGK inh: inactive; ALOX12 inh: inconclusive; GLS inhibitor: -2%

Results for CC(=O)N1CCC(C(=O)NCCOc2ccc(C)cc2)CC1 ?
ERG-DNA inh: -9%; Pin1 inhibitor: -10%; HP1b chromo inh: 24%; RGS4 inh: -15%; TrxR1 inh: 14%; JMJD2A Tudor: 5%; Tb PGK inh: -5%; ALOX12 inh: -8%; GLS inhibitor: 1%

What do the screens show for `O=C(CCNC(=O)c1ccc(Cl)cc1)NC1CCCCCC1`?
ERG-DNA inh: -13%; Pin1 inhibitor: -7%; HP1b chromo inh: 21%; RGS4 inh: -22%; TrxR1 inh: 7%; JMJD2A Tudor: -2%; Tb PGK inh: -5%; ALOX12 inh: -20%; GLS inhibitor: -5%

How did CCCOc1ccc(C2C(=O)N(C3CCCCCC3)CC(=O)N2CCC2=CCCCC2)cc1OC (configuration not stated) do in these assays?
ERG-DNA inh: 1%; Pin1 inhibitor: -11%; HP1b chromo inh: 32%; RGS4 inh: 12%; TrxR1 inh: 12%[57.1 µM]; JMJD2A Tudor: -17%; Tb PGK inh: 9%; ALOX12 inh: inconclusive; GLS inhibitor: -7%

What do the screens show for `Cc1cccc(CSc2nc3c(sc4ccccc43)c(=O)n2CCC(=O)NC(C)C)c1`?
ERG-DNA inh: -3%; Pin1 inhibitor: 6%; HP1b chromo inh: 65%[activator]; RGS4 inh: -11%; TrxR1 inh: 19%; JMJD2A Tudor: -7%; Tb PGK inh: -2%; ALOX12 inh: -29%; GLS inhibitor: 5%

What do the screens show for `O=C(CCN1C(=O)CSc2ccccc21)Nc1ccc(C(F)(F)F)cc1`?
ERG-DNA inh: -10%; Pin1 inhibitor: 1%; HP1b chromo inh: 9%; RGS4 inh: 12%; TrxR1 inh: 4%; JMJD2A Tudor: -10%; Tb PGK inh: -9%; ALOX12 inh: -25%; GLS inhibitor: -1%

Results for Cc1ccc(Oc2nc3ccccn3c(=O)c2/C=C(\C#N)C(=O)NC2CCS(=O)(=O)C2)cc1 (configuration not stated) ?
ERG-DNA inh: -4%; Pin1 inhibitor: inconclusive; HP1b chromo inh: 34%; RGS4 inh: -13%; TrxR1 inh: -29%; JMJD2A Tudor: -19%; Tb PGK inh: inactive; ALOX12 inh: -2%; GLS inhibitor: -1%

How did CN1CCN(S(=O)(=O)c2ccc(N3CCN(c4ccc(O)cc4)CC3)c([N+](=O)[O-])c2)CC1 do in these assays?
ERG-DNA inh: 1%; Pin1 inhibitor: -6%; HP1b chromo inh: 71µM*; RGS4 inh: -26%; TrxR1 inh: inconclusive; JMJD2A Tudor: 32µM*; Tb PGK inh: -3%; ALOX12 inh: inconclusive; GLS inhibitor: 8.9µM*

How did Cc1ccc(OCc2nnc(SCC(=O)Nc3ccc4c(c3)OCO4)n2C)cc1 do in these assays?
ERG-DNA inh: 5%; Pin1 inhibitor: 3%; HP1b chromo inh: 19%; RGS4 inh: -11%; TrxR1 inh: 18%[57.1 µM]; JMJD2A Tudor: -25%; Tb PGK inh: 0%; ALOX12 inh: 0%; GLS inhibitor: 6%

Results for Fc1ccc(-c2csc3ncnc(Nc4ccc(N5CCOCC5)cc4)c23)cc1 ?
ERG-DNA inh: -4%; Pin1 inhibitor: -1%; HP1b chromo inh: -24%; RGS4 inh: 2%; TrxR1 inh: 8%; JMJD2A Tudor: inconclusive; Tb PGK inh: inactive; ALOX12 inh: 21%; GLS inhibitor: 15%

How did O=C(CSc1nc2c(sc3ccccc32)c(=O)n1CCCN1CCCC1)NCc1ccco1 do in these assays?
ERG-DNA inh: -1%; Pin1 inhibitor: inconclusive; HP1b chromo inh: -2%; RGS4 inh: -27%; TrxR1 inh: 14%[57.1 µM]; JMJD2A Tudor: -30%; Tb PGK inh: -4%; ALOX12 inh: 13%; GLS inhibitor: -10%

Results for Cc1cc(NC(=O)CS(=O)(=O)c2cn(C)c3ccccc23)no1 ?
ERG-DNA inh: 1%; Pin1 inhibitor: -2%; HP1b chromo inh: 43%[activator]; RGS4 inh: 6%; TrxR1 inh: 20%[57.1 µM]; JMJD2A Tudor: 6%; Tb PGK inh: -3%; ALOX12 inh: 23%; GLS inhibitor: -3%

What do the screens show for `COc1ccc(CCNC(=O)COC(=O)c2ccc(Br)o2)cc1OC`?
ERG-DNA inh: -1%; Pin1 inhibitor: 0%; HP1b chromo inh: 16%; RGS4 inh: -23%; TrxR1 inh: 19%; JMJD2A Tudor: 3%; Tb PGK inh: -9%; ALOX12 inh: 8%; GLS inhibitor: 0%

What do the screens show for `C/C(=N\NC(=O)Cn1cc([N+](=O)[O-])cn1)c1ccc(O)cc1`?
ERG-DNA inh: 7%; Pin1 inhibitor: -1%; HP1b chromo inh: 51%[activator]; RGS4 inh: 23%; TrxR1 inh: 17%; JMJD2A Tudor: 12%; Tb PGK inh: -5%; ALOX12 inh: 0%; GLS inhibitor: 24%

How did CCOc1ccc(C(=O)OCn2nnc3ccccc3c2=O)cc1OC do in these assays?
ERG-DNA inh: -6%; Pin1 inhibitor: inconclusive; HP1b chromo inh: 25%; RGS4 inh: 27%; TrxR1 inh: -1%[57.1 µM]; JMJD2A Tudor: -10%; Tb PGK inh: -4%; ALOX12 inh: -30%[57.4 µM]; GLS inhibitor: -1%

What do the screens show for `Cc1cccc(Oc2ncc(-c3ccc(Cl)cc3)cn2)c1`?
ERG-DNA inh: -2%; Pin1 inhibitor: -1%; HP1b chromo inh: 9%; RGS4 inh: 13%; TrxR1 inh: 4%[57.1 µM]; JMJD2A Tudor: 2%; Tb PGK inh: -6%; ALOX12 inh: 0%; GLS inhibitor: 4%

Results for Cc1cccc(C)c1OCc1nc2c3cnn(-c4ccccc4F)c3ncn2n1 ?
ERG-DNA inh: -3%; Pin1 inhibitor: -5%; HP1b chromo inh: 41%[activator]; RGS4 inh: -18%; TrxR1 inh: 6%; JMJD2A Tudor: -1%; ALOX12 inh: -12%; GLS inhibitor: 1%

What do the screens show for `COc1ccc(-c2cc(C(=O)NCCc3ccccc3)c3c(-c4ccccc4)[nH]nc3n2)cc1OC`?
ERG-DNA inh: 2%; Pin1 inhibitor: 2%; HP1b chromo inh: 46%[activator]; RGS4 inh: 1%; TrxR1 inh: 3%; JMJD2A Tudor: -4%; Tb PGK inh: -4%; ALOX12 inh: -32%; GLS inhibitor: -6%

Bioassay records deposited in PubChem by National Center for Advancing Translational Sciences (NCATS).

The list is partial (hit frequency here may not be typical).
